From PubChem BioAssay
DAX1 inh-1 – DAX1 (NR0B1) inhibitors on StAR promoter, primary screen, cell-based, luminescence, SF-1 (NR5A1), full-length DAX-1 | HEK293T StAR-luciferase reporter, SF-1/DAX-1 repression relief | inhibition, % at 6.8 µM | 1.1% of 370,000 active | AID 652010, 2013;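 active = inhibition above the mean over all tested compounds plus 3 SD, cut at about 3.6% in these data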;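 also: 0% = DAX-1 cells with DMSO and 100% = cells lacking DAX-1 with DMSO; higher inhibition means more luminescence from relief of DAX-1 repression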
PG9 binder – binders of HIV-1 gp120 antibody PG9, primary screen, biochemical, TR-FRET | 0.43% of 360,000 active | TR-FRET gp120-PG9 antibody binding | inhibition, % at 6.7 µM; in the data active = inhibition above about 8.5%
hcDAF12 agonist – H. contortus DAF-12 nuclear receptor activators, primary screen, cell-based, luminescence, HEK293, lit1-tk-luc reporter; HEK293 hcDAF-12 lit1-tk-luc reporter; 0% DMSO, 100% Δ7-dafachronic acid; 1.4% of 370,000 active; activation, % at 6.8 µM; AID 652067, 2013;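 active = activation above the mean of all tested compounds plus 3 SD, cut at about 5.5% in these data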;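 also: 100% = response to 3 µM Δ7-dafachronic acid high control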
SMARCA2 act – SMARCA2 (BRM) function activators, primary screen, cell-based, luminescence, high throughput | MG213 cells, MMTV-luciferase reporter, dexamethasone, overnight | activation, % at 9.1 µM | 1% of 370,000 active; in the data active = activation above about 7.8%;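 also: 0% = vehicle wells and 100% = reference activator wells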
DAX1 inh-2 – DAX1 (NR0B1) inhibitors, primary screen, cell-based, HEK293, Gal4-DAX1, luciferase luminescence. 0.99% of 340,000 active. AID 504766, 2011. inhibition, % at 6.75 µM. HEK293 Gal4-DAX1 luciferase reporter. Nuclear receptor subfamily 0 group B member 1 (Homo sapiens), P51843;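 active = inhibition above the mean over all tested compounds plus 3 SD, cut at about 4.2% in these data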;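 also: 0% = DAX1-transfected cells with DMSO and 100% = empty-vector control cells with DMSO; inhibition shows as a rise in luminescence from relieved DAX1 repression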
Target sequence (P51843 207-470 limits assumed): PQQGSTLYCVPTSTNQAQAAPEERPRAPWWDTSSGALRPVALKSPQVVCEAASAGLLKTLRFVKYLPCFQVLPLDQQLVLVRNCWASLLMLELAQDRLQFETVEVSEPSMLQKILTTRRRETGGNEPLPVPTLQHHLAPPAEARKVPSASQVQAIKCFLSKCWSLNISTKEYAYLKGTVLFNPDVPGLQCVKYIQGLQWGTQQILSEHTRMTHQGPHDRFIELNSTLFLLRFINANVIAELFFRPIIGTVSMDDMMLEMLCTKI
ADAM10 inh – human ADAM10 inhibitors, primary screen, biochemical, QFRET, HTS; AID 720582, 2013; 0.62% of 370,000 active; recombinant ADAM10, EDANS/DABCYL FRET peptide cleavage, 3 h; inhibition, % at 7 µM; Disintegrin and metalloproteinase domain-containing protein 10 (Homo sapiens), O14672;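 active = inhibition above a per-campaign cutoff equal to the mean of compounds falling between control-based bounds plus 3 SD, cut at about 20% in these data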;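 also: 0% = DMSO wells while the 100% control is not disclosed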
Target sequence (O14672 214-748 limits assumed): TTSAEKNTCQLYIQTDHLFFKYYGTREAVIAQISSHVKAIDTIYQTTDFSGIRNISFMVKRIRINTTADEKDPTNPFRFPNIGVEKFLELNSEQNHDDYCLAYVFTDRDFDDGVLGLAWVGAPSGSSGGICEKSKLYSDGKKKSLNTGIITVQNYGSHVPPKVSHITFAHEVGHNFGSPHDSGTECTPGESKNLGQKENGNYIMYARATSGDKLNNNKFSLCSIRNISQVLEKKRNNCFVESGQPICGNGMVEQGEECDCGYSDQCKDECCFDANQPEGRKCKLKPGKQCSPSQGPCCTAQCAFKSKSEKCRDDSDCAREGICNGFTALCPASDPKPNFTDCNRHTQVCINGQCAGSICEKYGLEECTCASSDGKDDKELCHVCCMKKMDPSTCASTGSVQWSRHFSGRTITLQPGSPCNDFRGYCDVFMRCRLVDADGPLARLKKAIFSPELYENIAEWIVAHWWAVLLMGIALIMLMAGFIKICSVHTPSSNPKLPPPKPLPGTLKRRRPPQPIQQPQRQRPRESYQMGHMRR
FXN GAA850 act – FXN promoter activators, primary screen, cell-based, luciferase luminescence, HEK293 lucGAA850; HEK293 lucGAA850 FXN promoter luciferase reporter, 24 h; percent of 10 µM SAHA response; activation, % at 6 µM; 0.56% of 360,000 active; AID 540364, 2011;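 active = activation above the average of all compounds screened plus 3 SD, cutoff fixed separately per campaign, cut at about 7.5% in these data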;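 also: 0% = DMSO wells and 100% = 10 µM SAHA wells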
ADAM17 inh – ADAM17 inhibitors, primary screen, biochemical, QFRET; 0.83% of 370,000 active; recombinant ADAM17, EDANS/DABCYL FRET peptide cleavage; inhibition, % at 6.95 µM; Disintegrin and metalloproteinase domain-containing protein 17 (Homo sapiens), P78536;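 active = inhibition above the mean of compounds lying between control limits plus 3 SD, set per campaign, cut at about 8.5% in these data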;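 also: 0% = DMSO-only wells as the low control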
ssDAF-12 act – S. stercoralis DAF-12 nuclear receptor activators, primary screen, cell-based, luminescence, HEK293, GRIP1 co-expression, lit1-tk-luc | AID 652126, 2013 | Nuclear hormone receptor DAF-12 (Strongyloides stercoralis) | 1% of 370,000 active | activation, % at 6.8 µM | HEK293 ssDAF-12/GRIP1 lit1-tk-luc reporter; % of 3 µM dafachronic acid response;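 active = activation above the mean over all tested compounds plus 3 SD, cut at about 0.9% in these data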;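 also: 0% = DMSO-only wells and 100% = 3 µM delta7-dafachronic acid wells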
GC-A act – GC-A stimulated cGMP production enhancers – HEK293 GC-A cells, cGMP TR-FRET, EC30 ANP, primary screen. 0% at EC30 ANP, 100% saturating ANP. 0.14% of 370,000 active. AID 1671463, 2021. activation, % at 10 µM; in the data active = activation above about 40%
hgDAF12 agonist – H. glycines DAF-12 receptor agonists, primary screen, cell-based, luminescence, HEK293, GAL4 fusion, UAS-luciferase; Nuclear hormone receptor DAF-12 (Heterodera glycines), GAL4 fusion; HEK293 GAL4-hgDAF12 UAS-luciferase reporter, agonist luminescence; normalized to butyrate control; activation, % at 6.8 µM; 1.8% of 370,000 active;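 active = activation above a cutoff set at the mean of all screened compounds plus 3 SD, cut at about 10% in these data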;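 also: 0% = DMSO wells and 100% = sodium butyrate wells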
* marks the source's active call; other numbers are inactive results; · = not tested or not shown.

SMILES	DAX1 inh-1	PG9 binder	hcDAF12 agonist	SMARCA2 act	DAX1 inh-2	ADAM10 inh	FXN GAA850 act	ADAM17 inh	ssDAF-12 act	GC-A act	hgDAF12 agonist
N/C(=N\OC(=O)CCC1CCCC1)c1ccccc1	0.0	-1.2	-1.1	-0.2	-0.7	-5.7	3.4	-1.9	-0.7	3.4	-1.0
O=C(Nc1ccc(F)cc1)OCCN1CCN(Cc2ccccc2)CCC1=O	-0.7	-1.5	-0.4	1.6	0.8	1.2	-0.5	-0.5	-0.8	-0.1	0.5
COC(=O)c1ccc(Nc2cc(C)nc3ccc(C)cc23)cc1	-0.9	0.1	-2.3	2.6	-3.4	-12.9	-4.7	-9.0	-2.0	-0.9	1.8
COc1ccccc1NC(C)C(=O)N/N=C/c1ccccc1OCc1cccc(Br)c1 (configuration not stated)	0.0	-3.6	-1.4	-5.2	-1.5	15.7	1.4	6.8	-1.4	3.0	2.0
COc1ccccc1NC(=O)COC(=O)c1ccc2ccccc2n1	1.8	1.2	2.4	-1.6	0.7	-18.3	0.1	-2.7	-0.2	-1.5	1.5
COc1ccccc1CCNC(C)CCc1ccc(O)cc1 (configuration not stated)	0.1	-2.0	0.6	4.4	-0.2	10.5	0.7	-1.2	-1.2	-6.8	-1.2
COc1ccc(-c2c(C#N)c(N)nc3c2CCCCCC3)cc1OC	-0.1	1.0	-0.1	-0.7	-0.7	-1.1	0.1	-3.6	-0.5	-10.8	-2.5
Cc1nc2c(ccc3nc(NC(=O)Cc4cccc5ccccc45)sc32)s1	0.6	-0.5	-2.0	-1.8	3.1	-3.1	-2.8	1.1	-0.8	1.3	1.7
O=C(Nc1nc2ccccc2[nH]1)c1ccccc1O	1.6	0.0	4.5	6.2	1.4	-125.3	0.3	-52.1	1.2*	1.6	11.4*
CC(=O)c1c(C)[nH]c(C(=O)CSc2nnc(C)s2)c1C	0.7	1.2	2.4	0.4	3.7	-7.0	1.9	0.0	-1.4	3.8	5.3
CC(=O)Nc1ccc(CN(C)c2c(C)nc3ccc(C(=O)N(C)Cc4ccco4)cn23)cc1	-0.8	-0.7	-0.5	-0.8	·	-20.2	-0.1	-0.9	-1.4	1.2	-0.5
COc1ccc(NC(=O)C2(C)Cc3c(-c4ccc5c(c4)OCO5)ccnc3O2)cc1OC (configuration not stated)	-1.6	-0.4	0.2	0.2	·	-32.7	2.9	-10.2	-0.8	5.7	-2.5
O=C1NC[C@@H](CCCCN2C[C@H](Cc3ccccc3)N(CCc3ccc(O)cc3)C(=O)C2=O)N(CC2CCCCC2)C1=O	0.4	-0.4	-0.7	-1.3	·	-7.0	·	-3.6	-1.1	-1.3	-0.7
CCOC(=O)N1CCN(C(=O)CCCN2C(=O)CSc3nc(C)cc(C)c32)CC1	0.5	1.4	-2.3	-0.4	2.8	-6.5	2.2	-3.7	-1.0	-1.2	-1.7
Cc1nc2ccc(N=NN(C)C)cc2[nH]1	0.6	-1.1	-0.4	2.8	-1.4	-15.6	3.3	-8.2	-0.9	-1.2	-0.2
CCOc1ccc(C2/C(=C(/O)c3ccc(S(=O)(=O)N4CCCCC4)cc3)C(=O)C(=O)N2CCCOC)cc1OC (configuration not stated)	0.7	-0.4	1.0	-0.2	-0.2	-12.8	-1.4	-1.2	0.1	-2.9	-1.0
COc1ccc(N(C)C(=O)c2oc(=O)c3ccccc3c2-c2ccccc2)c(OC)c1	-0.5	0.4	-1.9	-2.6	-1.5	-5.1	-0.5	0.1	-1.2	-40.4	-1.4
CC(C)C(NC(=O)CSCc1ccc([N+](=O)[O-])cc1)C(C)C	-0.6	0.4	-1.8	-2.2	-1.0	5.2	2.4	1.0	0.0	-2.1	-1.0
CCc1cccc(NC(=O)CCCCCC2NC(=O)NC2C)c1 (configuration not stated)	0.5	-2.9	1.7	-0.5	0.1	11.9	2.3	1.5	-1.0	3.0	0.3
O=c1[nH]c(Cc2ccccn2)nc2scc(-c3ccccc3Cl)c12	-0.5	2.9	-1.9	-1.5	-1.0	-2.3	2.0	-3.0	-0.5	-5.2	-3.1
CC(C)C(=O)Nc1nnc(S(=O)(=O)N(C)c2ccc(Cl)cc2)s1	0.0	0.9	1.9	-0.3	0.4	-2.7	-1.4	-0.5	-0.8	-3.0	-3.5
Cc1cccc(C)c1OCCCCN1CCNCC1	-0.8	1.2	-1.0	-1.2	1.2	3.7	-1.3	3.1	-1.0	3.7	0.9
COc1ccc(CN(CC(=O)NCc2ccc(F)cc2)C(=O)CCC(=O)Nc2ccccn2)cc1	-0.1	-2.1	-1.9	3.4	-0.6	3.8	-1.1	-0.4	-0.7	0.1	-1.5
CCCCn1c(N)c(N(CC)C(=O)c2cc(OC)cc(OC)c2)c(=O)[nH]c1=O	1.1	0.4	1.2	-2.5	0.8	4.2	0.9	-6.0	-1.5	3.9	-1.9
COc1ccc(S(=O)(=O)Nc2cccc(S(=O)(=O)N3CCCC3)c2)cc1OC	-0.4	0.3	0.3	-0.4	2.6	-10.9	-1.0	-3.3	-1.6	1.0	-3.1
COc1ccc(CNC(=O)CSc2nnc(NC(=O)c3ccccc3F)s2)cc1	-0.1	7.6	-2.6	-0.1	0.4	-1.5	-0.2	-5.9	-0.8	-2.5	0.8
CC(C)NC(=O)C(c1ccc(F)cc1)N(C(=O)CCC(=O)Nc1ccccn1)c1ccccc1F (configuration not stated)	-0.3	-1.9	-1.5	-2.1	2.1	-1.8	0.2	-0.4	-0.7	-7.1	-1.2
O=S(=O)(NCc1cc(-c2ccccc2)no1)c1ccccc1	-0.4	-2.1	-1.5	-1.0	-0.2	5.5	-0.6	-2.0	-1.4	3.6	-1.1
COCCCNC(=O)c1c(N)n(/N=C/c2cccs2)c2nc3ccccc3nc12	1.5	1.2	-0.1	-3.9	3.0	-29.9	0.5	-19.3	-1.0	3.6	0.0
COc1cc(CCCN2CCNC[C@@H]2Cc2ccccc2)cc(OC)c1OC	0.0	-2.2	-1.2	0.7	1.1	-5.2	-0.9	-1.0	-1.5	-2.6	0.5
COCC(=O)Nc1cccc(Br)c1	-0.4	0.5	-0.6	-0.8	2.2	2.5	-1.7	-1.9	-1.1	-0.8	4.8
C=C1CCN([C@@H](C)C(=O)OCc2cccc(C)c2)S(=O)(=O)c2ccccc21	-0.1	-1.8	-0.5	0.4	0.9	6.9	0.5	0.4	-0.6	-1.4	0.8
CCc1ccccc1N(CC(=O)Nc1cccc(N(C)S(C)(=O)=O)c1)S(C)(=O)=O	-0.5	-1.1	-0.3	-0.7	0.4	2.2	0.6	-0.4	-1.5	3.1	1.5
COCCn1c(SCC(=O)NC(=O)NC2CCCCC2)nc2ccccc2c1=O	-1.9	-0.8	-2.2	-2.5	-0.4	-11.5	-1.8	-1.2	-0.9	-1.2	0.9
COc1ccc(N2CC(C(=O)NCCc3c[nH]c4ccccc34)CC2=O)cc1 (configuration not stated)	-0.4	-1.6	-1.8	-0.6	0.5	0.2	-0.5	0.9	-1.0	1.1	-3.7
CCCCC(=O)Nc1ccc(C(=O)Nc2ccc(S(=O)(=O)Nc3nccc(C)n3)cc2)cc1	0.5	-1.2	-0.4	2.6	1.1	7.9	2.1	2.7	-1.3	1.3	-1.1
COc1cc(OC)cc(-c2cc3nc4c(c(N5CCN(c6cnccn6)CC5)n3n2)CCCC4)c1	0.4	-0.1	1.3	1.0	·	-21.4	·	-7.6	-0.6	3.5	0.9
CCc1nnc(N2CCN(c3ncnc4c3oc3ccccc34)CC2)s1	-1.0	2.9	-2.3	-1.3	-0.3	-1.7	1.3	-2.1	-2.1	16.1	-1.9
CC(NC(=O)c1cccs1)c1ccc(Cl)cc1 (configuration not stated)	-1.0	1.8	0.1	-3.9	-0.5	-1.6	1.6	-1.4	-0.9	-2.3	-0.8
Cc1ccc(/C=C/C(=O)O)cc1S(=O)(=O)N1CCc2ccccc21	0.1	-0.4	0.3	4.3	-0.2	-5.0	-0.1	0.2	-0.5	2.7	3.5
CCOC(=O)C1CCCN(C(=O)c2cc(CN3C(=O)c4ccccc4C3=O)ccc2OC)C1 (configuration not stated)	0.1	0.0	-2.0	-1.9	0.4	3.2	0.3	3.3	-1.4	-2.6	-0.6
Cc1cc(O)c2c(c1)C(=O)c1cc(O)cc(O)c1C2=O	0.9	-3.8	-2.4	-5.5	0.4	-13.1	-1.9	-5.0	-1.4	2.4	-0.9
C#CCNC(=O)C1=C[C@@H](c2ccc(C(F)(F)F)cc2)C[C@@H](OCc2ccc(CO)cc2)O1	0.1	-0.6	-1.6	0.7	-0.3	13.3	1.8	4.0	-1.4	-0.4	0.1
COc1ccc(CN2CCN(C(=O)C3CCN(S(=O)(=O)c4cccs4)CC3)CC2)c(OC)c1OC	-1.2	-2.5	-2.3	-1.5	-0.6	-3.8	2.8	-0.9	-1.3	2.3	-3.6
Cc1ccc(C(=O)NC(C)CCc2ccccc2)cc1S(=O)(=O)N1CCOCC1 (configuration not stated)	-5.2	-0.1	-3.5	-3.4	-0.5	-13.4	-1.2	-2.3	-1.5	1.0	-1.0
CC1Cc2ccccc2N1S(=O)(=O)c1cccc(C(=O)Nc2cccnc2)c1 (configuration not stated)	-0.8	0.8	-3.2	-6.0	-3.0	4.4	-0.5	-1.9	-1.9	-7.2	-3.3
O=C(NCC(=O)N(CC1CCCO1)C1(C(=O)NC2CCCC2)CCCCC1)c1ccccc1 (configuration not stated)	-0.6	-1.3	-1.1	-3.1	0.2	-3.5	-3.0	-1.3	-0.8	-14.7	-0.8
Cc1ccc(Nc2nc(N)nc(CSCCO)n2)cc1	1.1	-1.6	2.7	5.2	0.6	2.3	2.7	-6.1	-0.5	1.5	6.3
CN1CCN(S(=O)(=O)c2cccc(C(=O)Nc3nc(-c4ccccc4)cs3)c2)CC1	-1.7	0.5	0.1	-3.3	-0.5	1.1	1.3	-1.3	-1.8	0.9	2.6
Cc1ccc(CSC2=Nc3ccccc3C3=NC(CC(=O)NCc4ccco4)C(=O)N23)cc1 (configuration not stated)	0.0	-1.2	-1.3	2.3	2.4	-67.5	2.8	-16.4	-1.2	0.3	2.9
CN(CC(=O)N1CCOCC1)C(=O)CSc1nc2ccccc2s1	-0.3	-0.9	1.9	-1.9	0.6	-4.5	1.9	-5.1	0.1	-3.3	2.8
